# sgs1 mgt1 = NCI yeast anticancer drug screen, S. cerevisiae sgs1 mgt1 strain; actives 10% (n = 78,000); growth inhibition, % at 50 µM; AID 161;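 note: 0% = growth of vehicle-only cultures of the same strain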
#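 Mutant yeast exposed to compound; growth scored against vehicle-only wells.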
# yeast bub3 = NCI yeast anticancer drug screen, S. cerevisiae bub3 mutant strain; % growth inhibition at 50 µM; actives 9.9% (n = 78,000); AID 167;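 note: 0% = growth of vehicle-only cultures of the same strain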
#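 Compounds were applied to a genetically altered yeast strain carrying a cell-cycle control defect. Growth inhibition was scored against vehicle-treated controls.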
# yeast rad50 = NCI yeast anticancer drug screen, S. cerevisiae rad50 strain. AID 155. actives 10% (n = 79,000). % growth inhibition at 50 µM;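 note: 0% = growth of vehicle-only cultures of the same strain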
#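 Compounds were tested on a yeast strain with an engineered DNA damage repair alteration; the reported value is growth inhibition normalised to vehicle treatment.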
# yeast mlh1 rad18 = NCI yeast anticancer drug screen, S. cerevisiae mlh1 rad18 strain. growth inhibition, % at 50 µM. actives 11% (n = 79,000);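 note: 0% = growth of vehicle-only cultures of the same strain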
#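 Steps: expose repair-defective yeast to compound; measure growth; express inhibition against vehicle-treated controls.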
# yeast cln2 rad14 = NCI yeast anticancer drug screen, S. cerevisiae cln2 rad14 strain; % growth inhibition at 50 µM; actives 8.3% (n = 78,000); AID 165;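 note: 0% = growth of vehicle-only cultures of the same strain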
#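 Growth of compound-exposed yeast (cln2 rad14 genotype) measured and expressed as inhibition relative to vehicle.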
# mec2-1 = NCI yeast anticancer drug screen, S. cerevisiae mec2-1 strain; growth inhibition, % at 50 µM; actives 9% (n = 79,000); AID 157;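 note: 0% = growth of vehicle-only cultures of the same strain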
#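 Cells of the genetically defined mec2-1 yeast strain are incubated with test compound. Inhibition of growth is calculated against vehicle-treated controls.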
# Active calls of the source: *. Cut-off read from the data, not from the text of the source: active = growth inhibition above about 70%; inactive = the rest.
# Below each SMILES: sgs1 mgt1 | yeast bub3 | yeast rad50 | yeast mlh1 rad18 | yeast cln2 rad14 | mec2-1
> C/C=N\C(N)=S
 : 5 | 10 | 1 | 1 | 9 | -1
> Nc1cc(OCC(=O)O)c(Cl)cc1Cl
 : 10 | -1 | 0 | 0 | -20 | -13
> CCOC(=O)C(=O)/C=C/[C@H]1[C@H](C)CC=C[C@H]1NC(=O)OCc1ccccc1
 : -40 | -9 | -16 | -24 | -19 | -24
> COc1ccc(NC(=O)c2cc3cc(N=Nc4ccc(Br)cc4)ccc3oc2=O)cc1
 : -15 | -28 | -31 | -18 | 0 | 14
> CC1(C)OC(C(C)(C)O)C(C(C)(C)O)O1 (stereo not given)
 : 15 | -19 | -30 | -21 | 20 | -12
> Nc1ccc(C(=O)O)cc1Cl
 : 3 | -6 | 1 | -22 | -36 | 1
> Fc1ccc(CSC(=S)Nc2cccc(C(F)(F)F)c2)cc1
 : 100* | 100* | 100* | 100* | 100* | 100*
> N.N.O=P([O-])([O-])C1(P(=O)([O-])[O-])CCCCCN1.[Pt+2]
 : -5 | 24 | 14 | 11 | 6 | 22
> CCOc1nc(N)nc(C)c1N=Nc1ccc(C)cc1
 : -4 | -5 | 2 | 2 | -34 | -8
> Cc1cc(C)c(C(O)C(=O)O)c(C)c1 (stereo not given)
 : -4 | -17 | -1 | -12 | -3 | 5
> c1cncc(C(Nc2cccc3cccnc23)Nc2cccc3cccnc23)c1
 : 54 | -14 | 76* | 77* | 28 | 45
> CCCCNC(=O)c1cc(=O)[nH]c(=O)[nH]1
 : 7 | -16 | 2 | 20 | 6 | -7
> CC1(C)OC(=O)C(Cc2ccccc2)(Cc2ccccc2)C(=O)O1
 : -12 | -17 | 2 | -14 | 30 | -20
> O=C(Nc1ccc(Br)cc1)c1ccccc1
 : 0 | 1 | 14 | 22 | -32 | 21
> CCCCCC(CCCCC)c1ccccn1
 : 4 | 27 | -14 | 4 | 22 | -11
> COC(=O)CC1C=CC(OC)[C@@]2(C)C(=O)C=C(C)C(=O)[C@@H]12 (stereo not given in full)
 : 19 | 4 | 5 | 3 | -17 | -2
> CC(=O)Nc1ccc(/C=C2\CCOC2=O)cc1[N+](=O)[O-]
 : 7 | 8 | 7 | 4 | 58 | 8
> CC(=O)NCC[N+](C)(C)C
 : -2 | -29 | -6 | -7 | -16 | -11
> Clc1cccc(Cl)c1C=NC12CC3CC(CC(C3)C1)C2
 : -6 | -6 | 5 | 0 | -16 | -4
> COc1ccc(/C(=N\O)c2nccc3cc(OC)c(OC)cc23)cc1OC
 : 28 | -3 | 36 | 18 | 9 | 14
> CCOc1ccc(NC(=O)C(=O)Nn2c(N)nnc2N)cc1
 : -15 | -6 | 4 | -34 | 5 | -22
> CC(Oc1c(Cl)cc(Cl)cc1Cl)C(=O)O (stereo not given)
 : -9 | -35 | -14 | -16 | 13 | -52
> C1=Nc2ccccc2OCCOc2ccccc2N=Cc2ccccc2NCCNc2ccccc21
 : 3 | -1 | 39 | 17 | 10 | 8
> CC[N+](C)(CC)CCCC(C(=O)NC)(c1ccccc1)c1ccccc1
 : -22 | 4 | -8 | -18 | -20 | 3
> COc1ccc(C(C#N)NNC(=O)c2ccccc2O)cc1OC (stereo not given)
 : 7 | 35 | 15 | -19 | 4 | 1
> COc1ccccc1/C=C1\SC(=S)N(/C=C2\C(=O)Oc3ccccc3C2=O)C1=O
 : 54 | 32 | 31 | 54 | 59 | 19
> CC1CC(NC(=O)CC#N)CC(C)(C)C1 (stereo not given)
 : -3 | 23 | -1 | -29 | -50 | 2
> O=C1OCC(CN2CCC(n3c(=O)[nH]c4ccccc43)CC2)=C1c1ccccc1
 : -7 | -11 | -12 | -36 | -26 | -5
> Nc1ccccc1O
 : 51 | 71* | 56 | 73* | 8 | 35
> Cc1nc(C)c(C(=O)O)c(-c2ccccc2)c1C(=O)O
 : -1 | 8 | -19 | -16 | -57 | -2
> O=C(Cn1c2c(c3ccccc31)CCCC2)N1CCCC1
 : 0 | 7 | -12 | -24 | 3 | -40
> C[S+]1Cc2nc3ccccc3n2C1c1c(F)cccc1F (stereo not given)
 : -2 | -15 | 5 | 2 | 13 | -19
> CCC(C)CCC(=O)C(C)C=O (stereo not given)
 : 3 | -6 | -1 | -4 | -6 | -7
> Cc1ccc(CNC(=O)C2CCCCC2C(=O)O)cc1 (stereo not given)
 : 7 | 28 | 7 | -16 | 10 | 22
> O=C1CC2(C(=O)N1CN(Cc1ccccc1)Cc1ccccc1)c1ccccc1-c1ccccc12
 : -6 | -1 | 35 | 22 | 14 | 2
> CC(=O)Oc1ccc(=O)[nH]c1
 : 2 | 3 | 1 | -48 | -18 | -12
> O=[N+]([O-])/C(Cl)=C(\Sc1ccccc1)C(Cl)=C(Cl)Cl
 : 91* | 92* | 90* | 87* | 92* | 93*
> NCCCc1ccc2c(c1)OCO2
 : 36 | 30 | 42 | 50 | 48 | 6
> CC(C)Oc1c(O)c2c3c(oc(=O)n3C=CC2c2ccccc2)c1OC(C)C (stereo not given)
 : 88* | 86* | 87* | 82* | 87* | 87*
> COC(=O)/C(C#N)=C/c1cc(OC)c(O)cc1Br
 : 42 | 47 | 49 | 31 | 44 | 40
> CC12CCC(/C(=C/N(O)/C=C3\C(=O)C4(C)CCC3C4(C)C)C1=O)C2(C)C
 : -30 | 7 | -18 | 1 | 2 | -12
> N#CC(C#N)=C(N)/C(C#N)=C/c1ccc(O)c(O)c1
 : -5 | 2 | -14 | 7 | 4 | -5
> CCOC(=O)c1cc(OC(C)=O)c2ccccc2c1
 : 42 | 61 | 27 | 42 | 16 | 9
> O=C(CN1CCCCC1)Nc1ccc2c(c1)C(=O)c1ccc(NC(=O)CN3CCCCC3)cc1C2=O
 : 22 | -1 | -31 | 15 | 17 | 10
> O=C(c1ccccc1)C(C(c1ccc(Cl)cc1)N1CCOCC1)N1CCOCC1 (stereo not given)
 : 17 | 11 | 5 | 8 | 20 | 3
> Cn1c(=O)c2c(nc3sc4ncccc4c(=O)n32)n(C)c1=O
 : 30 | 25 | 43 | 31 | 10 | 11
> Nc1ncnc2c1c(-c1ccccc1)cn2-c1ccc(Cl)cc1
 : 72* | -17 | 22 | 15 | 43 | 16
> COc1ccc(-n2c(CCC(=O)O)nc3c2C(=O)c2ccccc2C3=O)cc1
 : 34 | 15 | 32 | 14 | 49 | 18
> O=S(=O)(Cl)c1cccc2c(Cl)cccc12
 : 22 | 12 | 30 | 23 | -28 | 4
> CC(C)(O)CCO
 : -17 | -26 | -38 | -33 | -11 | -40

# Remaining list, next part:
# Below each SMILES: sgs1 mgt1 | yeast bub3 | yeast rad50 | yeast mlh1 rad18 | yeast cln2 rad14 | mec2-1
> O=C(O)CCC(=O)CCc1ccccc1C(=O)O
 : 4 | -23 | 12 | 8 | -38 | -16
> CCCCN(C)/N=N/c1[nH]ncc1C(=O)OCC
 : -2 | 17 | 4 | -5 | -7 | 9
> CC(=O)OCC(=O)[C@H]1CC[C@H]2[C@@H]3CC=C4C[C@@H](O)CC[C@]4(C)[C@H]3CC[C@]12C
 : 48 | -17 | 90* | 81* | 56 | -6
> Nc1ccccc1Oc1ccc(Cl)cc1Cl
 : 93* | 92* | 92* | 92* | 92* | 93*
> Cc1ccc2c(c1)C(=O)/C(=N/Nc1ccc(Cl)cc1)CCO2
 : 6 | 7 | 8 | 5 | -2 | -16
> Cc1cncc(NS(=O)(=O)c2ccc(N)cc2)n1
 : -5 | 10 | 1 | 7 | -14 | 9
> O=CCC1CCCCC1
 : -13 | 22 | -5 | 6 | 17 | -2
> c1ccc(OC23CC4CC(CC(C4)C2)C3)cc1
 : -5 | -19 | -9 | -22 | 43 | -5
> CCOC(=O)c1[nH]c(C#N)c(C(=O)OCC)c1C
 : 34 | 53 | 4 | 10 | 13 | 26
> CCCCCCC(/C=N/O)C(C)(O)CCC (stereo not given)
 : -13 | -1 | -6 | -12 | -5 | -11
> C=C(C)c1ccc(/C=N/NC(N)=S)cc1
 : 65 | 48 | 64 | 57 | 9 | 26
> O=C(CCl)OCCCc1ccccc1
 : 50 | 17 | -11 | 36 | -6 | 44
> Brc1ccc(N=NN2CCCCC2)cc1
 : 56 | 40 | 20 | 61 | 46 | 32
> O=C(Nc1cc(-c2ccccc2)[nH]n1)c1ccccc1Cl
 : 61 | 42 | 22 | 28 | 31 | 17
> Nc1cccc(C(O)c2ccccc2)c1 (stereo not given)
 : 0 | 7 | 11 | 13 | 6 | -1
> c1ccc(CSC2(SCc3ccccc3)CCCC2)cc1
 : -23 | -1 | -7 | -4 | 12 | -19
> CC(=O)Nc1ccc(S(=O)(=O)c2ccc(Cl)cc2)cc1
 : 2 | -7 | -4 | 7 | 11 | -16
> COc1ccn(C2OC(=O)C(C)(C)C2=O)c(=O)n1 (stereo not given)
 : 1 | -9 | 0 | -13 | -1 | -15
> Cc1cc(C)c2c(c1)C(=O)/C(=C/c1ccccc1C(=O)O)C2
 : 23 | 11 | 13 | 38 | 28 | 11
> COC1/C=C/OC2(C)Oc3c(C)c(O)c4c(c3C2=O)C(N)=C(NC2CC2)C(=NC(=O)/C(C)=C\C=C\C(C)C(O)C(C)C(O)C(C)C(OC(C)=O)C1C)C4=O (stereo not given)
 : 41 | 32 | 16 | 33 | 49 | 33

# Arranged by count of non-hydrogen atoms (rising): ten of the compounds above.
# Below each SMILES: sgs1 mgt1 | yeast bub3 | yeast rad50 | yeast mlh1 rad18 | yeast cln2 rad14 | mec2-1
> O=CCC1CCCCC1
 : -13 | 22 | -5 | 6 | 17 | -2
> O=C(CCl)OCCCc1ccccc1
 : 50 | 17 | -11 | 36 | -6 | 44
> Nc1cccc(C(O)c2ccccc2)c1 (stereo not given)
 : 0 | 7 | 11 | 13 | 6 | -1
> CCCCCCC(/C=N/O)C(C)(O)CCC (stereo not given)
 : -13 | -1 | -6 | -12 | -5 | -11
> c1ccc(OC23CC4CC(CC(C4)C2)C3)cc1
 : -5 | -19 | -9 | -22 | 43 | -5
> CCOC(=O)c1[nH]c(C#N)c(C(=O)OCC)c1C
 : 34 | 53 | 4 | 10 | 13 | 26
> CC(=O)Nc1ccc(S(=O)(=O)c2ccc(Cl)cc2)cc1
 : 2 | -7 | -4 | 7 | 11 | -16
> O=C(Nc1cc(-c2ccccc2)[nH]n1)c1ccccc1Cl
 : 61 | 42 | 22 | 28 | 31 | 17
> Cc1cc(C)c2c(c1)C(=O)/C(=C/c1ccccc1C(=O)O)C2
 : 23 | 11 | 13 | 38 | 28 | 11
> COC1/C=C/OC2(C)Oc3c(C)c(O)c4c(c3C2=O)C(N)=C(NC2CC2)C(=NC(=O)/C(C)=C\C=C\C(C)C(O)C(C)C(O)C(C)C(OC(C)=O)C1C)C4=O (stereo not given)
 : 41 | 32 | 16 | 33 | 49 | 33

# More structures:
# Below each SMILES: sgs1 mgt1 | yeast bub3 | yeast rad50 | yeast mlh1 rad18 | yeast cln2 rad14 | mec2-1
> CC1(C)[C@@H]2CC[C@]1(C)[C@H](O)C2
 : -33 | -24 | -1 | -13 | 12 | -16
> CCC[CH2][Sn]([CH2]CCC)([O]C(=O)c1ccc(C)c(N)c1)[O]C(=O)c1ccc(C)c(N)c1
 : 92* | 89* | 92* | 87* | 91* | 92*
> COc1ccc(C(c2cc3c(cc2O)OCO3)N2CCN(C(c3ccc(OC)c(O)c3)c3cc4c(cc3O)OCO4)CC2)cc1O (stereo not given)
 : -1 | 12 | 6 | 19 | -41 | 8
> O=C1c2ccccc2C(=O)c2cc(-c3ccc(Cl)cc3)ccc21
 : -10 | -48 | -16 | -21 | -25 | 1
> C=C(Cl)Cc1c(O)c2c(c(O)c1CC(=C)Cl)C(=O)c1ccccc1C2=O
 : -50 | -18 | -39 | -34 | 2 | -43
> CCOC(=O)Nc1cc2ccccc2cc1O
 : 5 | 12 | 10 | 17 | 18 | 22
> CN(C)CCC(CCN(C)C)=NOC(=O)c1ccccc1
 : 10 | 21 | -5 | 16 | 9 | -20
> C/C(=N\NC(=O)c1ccncc1)c1cccc(F)c1
 : -51 | -68 | -57 | -38 | -49 | -21
> CCOC(=O)C(=[N+]=[N-])C(=O)COc1ccccc1
 : -15 | 3 | -7 | -6 | -35 | -6
> O=C(O)/C=C(/Oc1ccccc1)c1ccccc1
 : -8 | -20 | -12 | -4 | -9 | -8
> O=c1nc(NC(c2ccccc2)(c2ccccc2)c2ccccc2)ccn1CCCl
 : -2 | -21 | -5 | -10 | -24 | 5
> O=[N+]([O-])c1ccccc1NCCO
 : 0 | -14 | -10 | -25 | 29 | -6
> CCCCCC(C(C)=O)C(=O)OCC (stereo not given)
 : -6 | -3 | 7 | -22 | -3 | 3
> c1ccc2c(c1)[nH]c1c3ccccc3sc21
 : -6 | -7 | -13 | -15 | -33 | 2
> CCOC(=O)c1ccc(OC2CCCCO2)c(OC2CCCCO2)c1 (stereo not given)
 : -17 | -18 | -10 | -19 | -10 | -25
> O=C(O)c1[nH]c(=O)[nH]c(=O)c1I
 : -11 | -2 | -16 | -8 | 15 | 7
> C=CN1C(=O)OC[C@@H]1c1ccccc1
 : -46 | -24 | -14 | -21 | -11 | -6
